HPDE-C7K KRASV12 = cytotoxicity in KRAS-transformed pancreatic duct cells, primary screen, cell-based, fluorescence, HTS (AID 431); cytotoxicity, % at 10 µM, or EC50 in µM where a hit was titrated; HPDE-C7K KRASV12 cells, Alamar Blue viability, 48 h; higher % means a stronger effect; hit rate 1.7% among 63,000;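 active = compounds whose percent cytotoxicity in the single-dose primary screen, scaled between solvent and toxic-drug controls, exceeds 50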;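 also: 0% = DMSO solvent wells and 100% = doxorubicin-treated wells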
LYP inhibition = LYP phosphatase inhibitors, primary screen, biochemical, DiFMUP fluorescence, recombinant catalytic domain, 10 µM (AID 606). Tyrosine-protein phosphatase non-receptor type 22 (Homo sapiens). recombinant LYP catalytic domain, DiFMUP fluorescence; higher % means a stronger effect. inhibition, % at 10 µM, or IC50 in µM where a hit was titrated. 52,000 tested, under 10 active;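 active = IC50 under 40 µM in the dose-response test; inactive = IC50 of 40 µM or more, or never dose-tested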
HT1080 cytotoxicity = cytotoxicity in HT1080 fibrosarcoma cells, cell-based, fluorescence readout (AID 620) | one-dose cytotoxicity, % at 10 µM; EC50 in µM for titrated hits | hit rate 0.42% among 87,000 | HT1080 viability, fluorescence; higher % means a stronger effect;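 also: cells exposed to compound overnight then 4 h with Alamar Blue; 0% = vehicle DMSO and 100% = killing control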
Bfl-1 inhibitors = Bfl-1 inhibitors, primary screen, biochemical, fluorescence polarization, FITC-Bid, mouse (AID 432) | one-dose displacement, % at 20 µM; IC50 in µM for titrated hits | hit rate 0.02% among 64,000 | FITC-Bid BH3 peptide fluorescence polarization displacement; higher % means a stronger effect; in the data active = a potency from the dose series; inactive = the rest, 99 in 100 with displacement below about 15%; also: strong numbers were not always called active
Alkaline phosphatase = human TNAP enzyme inhibitors, biochemical, luminescent (AID 518). hit rate 0.09% among 64,000. Alkaline phosphatase, tissue-nonspecific isozyme (Homo sapiens). purified TNAP enzyme, luminescent substrate readout; higher % means a stronger effect. one-dose inhibition, % at 20 µM; IC50 in µM for titrated hits; in the data active = a potency from the dose series; inactive = the rest, 99 in 100 with inhibition below about 22%;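 also: plate controls were vehicle for no effect and reference inhibitor for full effect; many of its hits are not listed in these tables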
DPM-DC inhibit = S. pneumoniae DPM-DC inhibitors, primary screen, biochemical, PK/LDH-coupled NADH fluorescence. diphosphomevalonate decarboxylase (Streptococcus pneumoniae D39). purified DPM-DC. calls only at 10 µM. hit rate 0.49% among 65,000. AID 556, 2006;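 active = the 320 compounds with the highest percent inhibition in the single-dose primary screen, excluding strongly autofluorescent ones, cut at about 32% in these data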;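 also: kinetic rate of NADH fluorescence loss reporting ADP formed by the decarboxylase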
Spn MK inh = S. pneumoniae MK inhibitors, primary screen, biochemical, PK/LDH-coupled NADH absorbance. mevalonate kinase [Streptococcus pneumoniae D39]. purified MK, PK/LDH-coupled NADH absorbance 340 nm. inhibition, % at 10 µM. hit rate 0.48% among 65,000;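 active = ranked among the strongest by inhibition in the single 10 µM screen, a fixed top-ranked set picked for dose follow-up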; also: no value below 0 was filed
PMK inhibit = S. pneumoniae PMK inhibitors, primary screen, biochemical, mevalonate pathway, pilot trial included. inhibition, % at 10 µM. hit rate 0.49% among 65,000. purified PMK, PK/LDH-coupled NADH absorbance 340 nm. phosphomevalonate kinase (Streptococcus pneumoniae D39);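 active = top-ranked compounds by inhibition in the single 10 µM screen, taking a fixed number of the strongest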;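 also: 0% = full reaction with DMSO carrier and 100% = background rate without enzyme reaction; no value below 0 was filed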
HPDE-C7 viability = cytotoxicity in HPDE-C7 cells, cell-based, fluorescence, HTS (AID 430). HPDE-C7 pancreatic duct cells viability, fluorescence; higher % means a stronger effect. one-dose cytotoxicity, % at 10 µM; EC50 in µM for titrated hits. hit rate 1.8% among 63,000;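 also: cells exposed to compound for 48 hours before viability readout; 0% = vehicle and 100% = reference cytotoxic drug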
PMK inhibit pilot replicates = second read-out of PMK inhibit, no call of its own (marks repeat the call); inhibition, %; measured here: pilot screen replicates
Spn MK inh pilot replicates = also measured in Spn MK inh; calls as there; inhibition, %; measured here: pilot screen replicates
DPM-DC inhibit pilot screen % = further read-out of DPM-DC inhibit, marked with its call; inhibition, %; measured here: pilot screen trials
* marks the source's active call; other numbers are inactive results; i = inactive; nt = not tested or not shown; + = active, no number; [ ] = another dose, or the depositor's remark. Rule as the data show it, unless noted: active = cytotoxicity above about 50%; inactive = the rest. Rows were taken by chance, and some 3.3% of all compounds hit somewhere here.

SMILES	HPDE-C7K KRASV12	LYP inhibition	HT1080 cytotoxicity	Bfl-1 inhibitors	Alkaline phosphatase	DPM-DC inhibit	Spn MK inh	PMK inhibit	HPDE-C7 viability	others
O=C(CCCc1ccccc1)NCc1cccnc1	-6.0%	4.2%	5.5%	-3.0%	-0.1%	i	9.0	0.0	-16.4%
Cc1ccc2c(CN3CCN(S(=O)(=O)c4ccc5c(c4)OCCO5)CC3)cc(=O)oc2c1C	9.4%	4.3%	-4.6%	4.8%	3.3%	i	0.0	7.0	15.7%
COc1ccc(C(c2nnnn2CC2CCCO2)N2CCN(c3ccccc3)CC2)cc1 (stereo not given)	-12.5%	-8.4%	-3.2%	-1.8%	2.6%	+	66.0*	77.0*	-12.8%
Cc1cc(=O)oc(C)c1C(=O)Nc1ccc2nsnc2c1	-9.9%	-0.1%	26.0%	-10.3%	13.3%	i	0.0	0.0	-3.8%
O=c1[nH]c(N2CCCCC2)nc2c1CCCC2	-20.2%	10.9%	5.1%	3.4%	5.7%	i	8.0	14.0	1.1%	PMK inhibit pilot replicates=0.0;Spn MK inh pilot replicates=0.0;DPM-DC inhibit pilot screen %=1.0
O=C(NCCc1ccccc1)c1cc(-c2ccc3c(c2)OCO3)on1	33.4%	12.0%	20.9%	-3.3%	11.2%	i	0.0	15.0	-3.8%
COC(=O)c1cc(-c2cccc(OC)c2)n[nH]1	7.6%	-7.7%	-1.9%	-6.2%	23.6%	i	8.0	10.0	1.1%
O=C(c1ccco1)N1CCN=C1SCc1cccc(F)c1	1.2%	14.9%	0.4%	-3.7%	8.7%	i	8.0	2.0	-7.5%
CCN1C(=O)c2cccc3c(NC(=O)C4CCCCC4)ccc1c23	2.9%	13.3%	-2.4%	-0.1%	5.0%	i	7.0	5.0	5.3%
CCCCOc1ccc(NC(=O)c2cnc(C)cn2)cc1	2.4%	8.8%	4.1%	-3.7%	6.5%	i	0.0	18.0	0.1%
COC1(OC)N=C(N)C2(C#N)C(c3ccc4c(c3)OCO4)C12C#N (stereo not given)	3.7%	nt	-3.2%	7.0%	10.2%	i	0.0	11.0	1.2%
CCCn1c(=O)c2ccccc2n2c(SCC(=O)Nc3cc(C)on3)nnc12	13.5%	nt	-2.9%	2.8%	8.9%	i	4.0	15.0	1.1%
CCCC(=O)Nc1nnc(-c2cccc(OCC)c2)s1	5.8%	nt	26.6%	0.6%	6.2%	i	6.0	10.0	-1.5%
O=C(Nc1cc(C(F)(F)F)ccc1Cl)c1cc(C2CC2)on1	15.7%	11.7%	0.0%	-4.6%	15.9%	i	0.0	20.0	5.9%	PMK inhibit pilot replicates=6.0;Spn MK inh pilot replicates=2.5;DPM-DC inhibit pilot screen %=0.5
Cc1nc2ccccc2c2oc(C(=O)N3CCC(N4CCCCC4)CC3)cc12	7.1%	10.3%	0.7%	0.7%	13.6%	i	4.0	7.0	12.5%	PMK inhibit pilot replicates=1.5;Spn MK inh pilot replicates=0.5;DPM-DC inhibit pilot screen %=0.0
CCCNS(=O)(=O)c1cc(Br)cc2c1N(C(=O)CC)CC2	3.7%	13.2%	4.3%	1.8%	6.0%	i	8.0	4.0	5.3%
O=S(=O)(c1cccc(-c2nnco2)c1)N1CCCC1	2.2%	5.5%	18.0%	-0.8%	14.6%	i	6.0	17.0	-4.1%	PMK inhibit pilot replicates=2.5;Spn MK inh pilot replicates=1.5;DPM-DC inhibit pilot screen %=1.5
O=C1CCCc2sc3c(c2N1)CCCCC3	6.3%	12.3%	-8.1%	-2.1%	12.1%	i	7.0	12.0	-1.4%
Cn1c(=O)c2c(ncn2CC(=O)N2CCc3ccccc3C2)n(C)c1=O	-5.4%	2.3%	2.2%	1.5%	10.2%	i	4.0	2.0	-1.4%
COc1cc2c(cc1OC)CN(CC(=O)Nc1cccc(C)c1)CC2	-9.3%	11.2%	-0.6%	0.9%	-2.4%	i	3.0	11.0	-9.8%	PMK inhibit pilot replicates=0.0;Spn MK inh pilot replicates=0.0;DPM-DC inhibit pilot screen %=0.0
O=C(NCCCNCCCNC(=O)c1ccccn1)c1ccccn1	-10.2%	-0.6%	8.9%	-2.8%	-5.1%	i	3.0	5.0	0.0%
CCc1nnc(NC(=O)CSc2nc3c(c(=O)n2C)SC(C)C3)s1 (stereo not given)	-20.7%	2.2%	1.7%	-3.8%	8.4%	i	8.0	0.0	-32.6%
CCOc1cc(C)c(C(C)C)cc1S(=O)(=O)N1CCN(C)CC1	2.0%	2.4%	-3.2%	-6.3%	12.8%	i	2.0	3.0	1.6%	PMK inhibit pilot replicates=8.5;Spn MK inh pilot replicates=9.0;DPM-DC inhibit pilot screen %=2.0
Cc1oc(-c2cccc(Cl)c2)nc1CN1CCC(C(=O)NCc2ccco2)CC1	-8.2%	3.7%	-0.1%	-6.5%	3.1%	i	6.0	9.0	-2.6%
CC1CN(CCc2ccccc2)c2nc3c(c(=O)[nH]c(=O)n3C)n2C1 (stereo not given)	-2.9%	3.5%	0.2%	-1.0%	2.9%	i	14.0	13.0	-3.6%

Sorted by SMILES length (lowest first): 4 of the compounds above
SMILES	HPDE-C7K KRASV12	LYP inhibition	HT1080 cytotoxicity	Bfl-1 inhibitors	Alkaline phosphatase	DPM-DC inhibit	Spn MK inh	PMK inhibit	HPDE-C7 viability	others
CCCC(=O)Nc1nnc(-c2cccc(OCC)c2)s1	5.8%	nt	26.6%	0.6%	6.2%	i	6.0	10.0	-1.5%
CCN1C(=O)c2cccc3c(NC(=O)C4CCCCC4)ccc1c23	2.9%	13.3%	-2.4%	-0.1%	5.0%	i	7.0	5.0	5.3%
Cc1nc2ccccc2c2oc(C(=O)N3CCC(N4CCCCC4)CC3)cc12	7.1%	10.3%	0.7%	0.7%	13.6%	i	4.0	7.0	12.5%	PMK inhibit pilot replicates=1.5;Spn MK inh pilot replicates=0.5;DPM-DC inhibit pilot screen %=0.0
Cc1ccc2c(CN3CCN(S(=O)(=O)c4ccc5c(c4)OCCO5)CC3)cc(=O)oc2c1C	9.4%	4.3%	-4.6%	4.8%	3.3%	i	0.0	7.0	15.7%

Following part:
SMILES	HPDE-C7K KRASV12	LYP inhibition	HT1080 cytotoxicity	Bfl-1 inhibitors	Alkaline phosphatase	DPM-DC inhibit	Spn MK inh	PMK inhibit	HPDE-C7 viability	others
CCOC(=O)CC(=O)CSc1nc2sc(C)cc2c(=O)n1Cc1ccco1	-18.1%	8.6%	-4.2%	-1.8%	4.5%	i	10.0	7.0	-13.3%
CCn1cc(C(=O)NCc2ccco2)c(=O)c2cc(F)c(N3CCN(C(=O)c4ccco4)CC3)cc21	-14.5%	-31.4%	8.0%	4.3%	9.9%	+[fluoresces]	3.0	10.0	-0.6%	PMK inhibit pilot replicates=5.0;Spn MK inh pilot replicates=3.0;DPM-DC inhibit pilot screen %=66.0*
O=C(COC(=O)CCc1ccc(S(=O)(=O)N2CCOCC2)cc1)Nc1ccc(Cl)cn1	-18.5%	14.6%	0.1%	6.6%	-17.3%	i	2.0	0.0	-2.9%
COC(=O)c1sc(NC(=O)CSc2nc3cccnc3n2C2CCCCC2)nc1C	6.3%	nt	-8.7%	-2.4%	7.4%	i	0.0	9.0	18.2%
CN1CCN(C(=O)CCn2nc(-c3ccccc3)c3ccccc3c2=O)CC1	-7.4%	9.3%	4.6%	2.8%	6.3%	i	10.0	0.0	4.0%
Cn1c(=O)c2c(O)cc(=O)n(-c3ccccc3)c2n(C)c1=O	7.9%	12.6%	-0.9%	-12.0%	-3.3%	i	0.0	11.0	-7.5%
CC(=O)c1cccc(NC(=O)CN2C(=O)COc3ccc(Cl)cc32)c1	-7.4%	-0.5%	5.0%	1.4%	7.7%	i	10.0	0.0	-19.6%
Cc1ccc(S(=O)(=O)N2CCOCC2)cc1C(=O)NC1CCCCC1	-4.3%	10.5%	3.3%	-8.3%	5.1%	i	0.0	13.0	-0.1%
O=C(CSc1nnnn1C1CCCCC1)Nc1ccc2c(c1)OCO2	-19.3%	nt	2.3%	-9.4%	8.6%	i	12.0	4.0	-7.8%
CCOc1ccc(C2/C(=C(/O)c3ccc(OC)cc3)C(=O)C(=O)N2c2cc(C)on2)cc1OC (stereo not given)	6.1%	nt	-0.9%	0.7%	12.6%	i	12.0	3.0	-0.5%	PMK inhibit pilot replicates=0.0;Spn MK inh pilot replicates=0.5;DPM-DC inhibit pilot screen %=0.0
CCOC(=O)N1CCN(/C=C(\C#N)c2nc3ccccc3s2)CC1	4.6%	6.3%	-2.1%	-29.6%	0.6%	i	1.0	8.0	-6.6%
CC(C)(C)C1CCC2(CC1)C(C#N)=C(SCC(=O)NC1CCCCC1)NC(=O)C2C#N (stereo not given)	54.5%*	2.4%	3.4%	1.5%	5.9%	i	1.0	2.0	58.7%*
Cn1c(SCC(=O)Nc2ccc(F)cc2F)nnc1-c1cccnc1	-15.9%	-3.1%	-0.2%	-9.2%	4.8%	i	5.0	11.0	-15.9%
Cc1nc(NC(=O)C23CCC(C)(C(=O)O2)C3(C)C)sc1C (stereo not given)	14.4%	9.8%	7.1%	-3.4%	5.6%	i	8.0	3.0	7.5%	PMK inhibit pilot replicates=6.5;Spn MK inh pilot replicates=1.5;DPM-DC inhibit pilot screen %=2.0
COc1ccc(CC(=O)NC(C)c2nnc(SCC(=O)Nc3nc(C)cs3)n2C)cc1 (stereo not given)	-7.8%	19.2%	2.2%	-2.9%	-10.4%	i	9.0	5.0	-1.5%
CSc1nc(NCCOCCO)c2sc3nc(-c4ccco4)c4c(c3c2n1)CCC4	6.86µM*	4.4%	8.2%	-4.9%	4.4%	i	5.0	0.0	8.85µM*
CCS(=O)(=O)c1nnnn1-c1ccccc1S(C)(=O)=O	36.8%	-7.3%	11.5%	-2.7%	1.1%	i	7.0	8.0	33.3%
O=C(c1ccc(COc2c(F)c(F)cc(F)c2F)o1)N1CCN(c2ccc(Cl)cc2)CC1	-15.0%	12.3%	21.5%	1.3%	-1.1%	i	6.0	5.0	-10.4%
O=C(CCCCn1c(=O)[nH]c2ccsc2c1=O)NCc1cccnc1	11.7%	12.2%	0.3%	-5.7%	14.7%	i	10.0	0.0	13.9%	PMK inhibit pilot replicates=2.0;Spn MK inh pilot replicates=0.0;DPM-DC inhibit pilot screen %=1.5
CCn1c(=S)sc2c(=O)n(-c3ccccc3)c(SCC(=O)NCc3ccco3)nc21	3.9%	nt	22.3%	-3.0%	15.4%	i	4.0	8.0	-3.0%
COC(=O)c1ccc(-c2nc(-c3cccs3)no2)cc1	3.2%	-4.8%	nt	7.8%	3.3%	i	10.0	0.0	4.7%
CCOc1ccc(-c2nnc3ccc(SC)nn23)cc1	6.7%	-9.4%	2.1%	-3.0%	5.7%	i	0.0	10.0	9.9%
O=C(NCc1ccco1)c1sc(=S)n2c1[nH]c(=O)c1ccccc12	81.4%*	nt	1.0%	5.2%	14.5%	i	7.0	10.0	82.7%*

From PubChem BioAssay
